Bioassay records from PubChem.
S3 lipid droplet = qHTS Assay for Lipid Storage Modulators in Drosophila S3 Cells. Drosophila S3 cells, BODIPY lipid droplet fluorescence, 18-24 h; cells fed with added oleic acid. Potency in µM for hits, for the others lipid storage change, negative = inhibition, % at the top dose, mostly 46.1 µM. 320,000 compounds, 0.64% hits. AID 2685, 2010; active = well fitted inhibition curve with a large enough effect in the signal ratio, with a control signal flat, not every such curve was filed as active; inconclusive = small, poorly fitted or top-dose-only effect, or effect the other way, or a change in a side signal; the % refers to the signal ratio
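Drosophila S3 cells loaded with oleic acid (400 uM, as added) and compounds at several concentrations; lipid droplets imaged by 488-nm laser-scanning cytometry, 500–530 nm intensity and object ratio to cell channel. Percent activity normalized to 20 uM Triacsin C.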
S3 lipid droplet cell count max = also measured in S3 lipid droplet; calls as there; cell number change, %; measured here: cell count max response;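 cells counted by Cell Tracker Red CMTPX staining in the red channel; peak over a dose series mostly up to 46.1 µM; percent activity relative to internal control wells on each plate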
Numbers without * were called inactive; i = inactive; ? = inconclusive; . = not tested or not shown; & = joins results of further samples. % is set by controls: 0 for no effect and ±100 for the full control effect; potency is the fitted concentration of half-maximal effect.

no.	Compound	S3 lipid droplet	S3 lipid droplet cell count max
1	CCOc1ccc(S(=O)(=O)n2ccc(C)n2)cc1	?	.
2	CCOCCCn1c(SCC(=O)Nc2ccc(NC(C)=O)cc2)nc2ccccc2c1=O	-7%	8
3	COc1cccc(NC(=S)N(CCCN2CCOCC2)Cc2cn(C)c3ccccc23)c1	?	.
4	Cc1ccc(NC(=O)CS(=O)CC(=O)Nc2ccccc2-c2ccc(C)o2)cc1 (stereo not drawn)	i	18
5	CC1CC(C)CN(S(=O)(=O)N2CCC(C(=O)NCCc3ccccc3)CC2)C1 (stereo not drawn)	?	.
6	Cc1ccc(/C=C/c2nc3ccccc3[nH]2)o1	i	.
7	COc1ccc(Cn2cccc(NC(=O)Nc3ccc(C#N)cc3)c2=O)cc1	?	.
8	CCOc1ccc2c(=O)c(-c3ccc4c(c3)OCCCO4)c(C)oc2c1	-11%	0
9	O=C(Nc1nc(=O)c2ccccc2s1)c1ccc(Cl)cc1	i	.
10	CCOc1ccc(OCCCCOc2ccccc2C(C)=O)cc1	?	.
11	COc1cccc(NC(=S)N2CCC(NC(=O)C3CCCCC3)CC2)c1	?	.
12	COc1cc(N/C=C2\CC(=O)NC(C)=C2C#N)cc(OC)c1OC	?	.
13	Cc1cccc(-n2c(SCC(=O)N(C)C3CCS(=O)(=O)C3)nc3ccccc3c2=O)c1C (stereo not drawn)	3%	.
14	CCOc1ccccc1N(CC(=O)N1CCOCC1)S(=O)(=O)c1ccccc1	i	3
15	CC(C)(C)c1ccccc1NC(=O)c1ccco1	?	.
16	COc1cc2cc(CN(CCc3cccc(C)c3)C(=S)NCCCN(C)C)c(=O)[nH]c2cc1OC	-15%	-20
17	CN(C(=O)Cc1ccccc1)n1cnnc1	0%	17
18	CCCCNC(=O)N1CCN(Cc2ccc(F)cc2)CC1	11%	-4
19	O=C(CCc1nnc(CCCCc2ccccc2)o1)N1CCCCC1CCO (stereo not drawn)	?	.
20	O=C(c1ccc(S(=O)(=O)N2CCOCC2)cc1)N1CCN(C2=NS(=O)(=O)c3ccccc32)CC1	-1%	3

Additional compounds follow:
no.	Compound	S3 lipid droplet	S3 lipid droplet cell count max
21	COC(=O)CSC1=C(C#N)C(c2ccc(C(C)C)cc2)CC(=O)N1 (stereo not drawn)	4%	-6
22	CN1CCN(CC(=O)Nc2c(C(=O)c3ccccc3)oc3ccccc23)CC1	?	.
23	CCCn1c(-c2cccc([N+](=O)[O-])c2)nc2c1c(=O)[nH]c(=O)n2Cc1ccccc1	18%	2
24	COc1ccc(NC(=O)c2ccc3ncsc3c2)c2ccccc12	?	.
25	CCOC(=O)C(/C(C)=N/NC(=O)c1ccccc1[N+](=O)[O-])C(C)C (stereo not drawn)	4%	-14
26	CCN(CC(=O)Nc1ccc2c(c1)OCCO2)Cc1nc2cc(Cl)ccc2c(=O)[nH]1	13%	-2
27	Cn1c(=O)c(Nc2ccc(Cl)cc2)c2c3c(cccc31)C(=O)c1ccccc1-2	?	.
28	Cc1ccccc1N(CC(=O)N/N=C/c1ccc(Cl)cc1)C(=O)c1ccccc1	?	.
29	COc1ccc(NC(=O)CN(c2ccc(C)cc2)S(=O)(=O)c2c(C)nn(C)c2C)cc1	i	16
30	O=C(OCCNC(=O)c1ccc2ccccc2n1)c1cccnc1	?	.
31	CC(C)C(=O)Nc1nnc(SCC(=O)NCc2ccc3c(c2)OCO3)s1	?	.
32	CC(=O)NC(Cc1ccccc1)C(=O)OCC(=O)c1ccc(Cl)cc1 (stereo not drawn)	?	.
33	CC(=O)c1ccc(NC(=O)c2ccc(C)c(S(=O)(=O)N3CCOCC3)c2)cc1	?	.
34	O=C(COC(=O)C12CC3CC(CC(Br)(C3)C1)C2)Nc1cccnc1Cl	?	.
35	O=C(NCC1CCCO1)c1ccccn1 (stereo not drawn)	2%	-7
36	COc1cc(/C=N/NC(=O)c2cc(C34CC5CC(CC(C5)C3)C4)[nH]n2)ccc1O	i	.
37	O=C(CN1C2CCCC1CC(NC(=O)C1CCCCC1)C2)Nc1ccccc1 (stereo not drawn)	13%	-3
38	O=C1COc2ccc(C(=O)COC(=O)CNC(=O)c3ccccc3)cc2N1	?	.
39	CN(C)S(=O)(=O)c1cccc(NC(=O)CCc2nc3cc(S(=O)(=O)N4CCOCC4)ccc3n2C)c1	?	.
40	COc1cc(NC(=O)Cc2ccccc2)ccc1NC(=O)Cc1ccccc1	?	.

Rewritten with each value named: four of the compounds above.
25	CCOC(=O)C(/C(C)=N/NC(=O)c1ccccc1[N+](=O)[O-])C(C)C (stereo not drawn)
  S3 lipid droplet: 4%; S3 lipid droplet cell count max: -14

26	CCN(CC(=O)Nc1ccc2c(c1)OCCO2)Cc1nc2cc(Cl)ccc2c(=O)[nH]1
  S3 lipid droplet: 13%; S3 lipid droplet cell count max: -2

27	Cn1c(=O)c(Nc2ccc(Cl)cc2)c2c3c(cccc31)C(=O)c1ccccc1-2
  S3 lipid droplet: ?; S3 lipid droplet cell count max: .

28	Cc1ccccc1N(CC(=O)N/N=C/c1ccc(Cl)cc1)C(=O)c1ccccc1
  S3 lipid droplet: ?; S3 lipid droplet cell count max: .

Arranged by value in S3 lipid droplet cell count max (low to high): three of the compounds above
#	smiles	S3 lipid droplet cell count max
18	CCCCNC(=O)N1CCN(Cc2ccc(F)cc2)CC1	-4
37	O=C(CN1C2CCCC1CC(NC(=O)C1CCCCC1)C2)Nc1ccccc1 (stereo not drawn)	-3
14	CCOc1ccccc1N(CC(=O)N1CCOCC1)S(=O)(=O)c1ccccc1	3

(cont.)
no.	Compound	S3 lipid droplet	S3 lipid droplet cell count max
41	S=C(Nc1ccc2c(c1)OCO2)Nc1ccccc1Cl	-1%	3
42	CN(C)CCOC(=O)C12CC3CC(CC(C3)C1)C2	?	.
43	Cc1cc(=O)cc(C)n1-c1ccccc1N	26%	-10
44	O=C1C(Cl)=C(Nc2ccccc2O)C(=O)N1CCc1ccccc1	?	.
45	CC1Cc2nc(SCC(=O)Nc3nccs3)n(Cc3ccccc3)c(=O)c2S1 (stereo not drawn)	-9%	-8
46	CC(=O)N1Cc2ccccc2C(C)CC12CCCC2 (stereo not drawn)	13%	17
47	Cc1cccc(N2CCN(C(=O)c3ccc(Cl)c(S(=O)(=O)NCc4ccco4)c3)CC2)c1C	?	.
48	O=C(NNC(=O)C1CC(=O)N(Cc2ccccc2)C1)c1ccc(Br)cc1 (stereo not drawn)	?	.
49	CN(C)C=NC(=O)c1ccc([N+](=O)[O-])c(CS(=O)(=O)c2ccc(Cl)cc2)c1	6%	2
50	Cc1nc2ccccc2c(=O)n1NC(=O)CCC(=O)O	?	.
51	Cc1ccc(S(=O)(=O)NCc2ccc(C(=O)NC3CCC(C)CC3)cc2)cc1 (stereo not drawn)	i	-1
52	COc1ccccc1C(=O)NCCCn1cc(Br)c(C)n1	19%	-20
53	COc1cccc(-n2c(SCC(=O)NCCc3ccccc3)nnc2-c2ccoc2C)c1	?	.
54	O=C(O)c1ccc(NC(=O)c2cccs2)cc1	-3%	6
55	Cc1ccc(-c2nc(SCC(=O)NCCN3C(=O)CSC3=O)[nH]c2-c2ccc(C)cc2)cc1	?	.
56	COc1ccc(C(=O)NCCC2=CCCCC2)cc1	?	.
57	COc1ccc(CCNC(=O)c2cc3c(=O)n4ccccc4nc3n(CCCN3CCOCC3)c2=N)cc1OC	i	4
58	Cc1sc(NC(=O)C2CCCCC2C(=O)O)c(C(N)=O)c1C (stereo not drawn)	?	.
59	CCNc1c(NS(=O)(=O)c2ccc(OC)c(Cl)c2)c(=O)oc2ccccc12	?	.
60	CCOCCCn1c(=NC(C)=O)c(C(=O)OCC)cc2c(=O)n3ccccc3nc21	?	.

More records follow:
no.	Compound	S3 lipid droplet	S3 lipid droplet cell count max
61	Brc1ccc(-c2csc(-c3c[nH]c4ccccc34)n2)cc1	1%	-15
62	Cc1ccc(NC(=O)c2ccco2)c(NC(=O)Cc2cccs2)c1	?	.
63	CCCCn1c(N)c(N(CC)C(=O)c2cc(S(=O)(=O)N3CCCCCC3)ccc2OC)c(=O)[nH]c1=O	?	.
64	O=C(COC(=O)CN1C(=O)C2CCCCC2C1=O)Nc1cc(S(=O)(=O)N2CCOCC2)ccc1Cl (stereo not drawn)	?	.
65	COc1ccccc1/C=N/N1C(=O)C2C3C=CC(CC3)C2C1=O (stereo not drawn)	2%	15
66	COc1ccc(Nc2nnc(C)c(=O)[nH]2)cc1	?	.
67	COc1ccc(OCC(=O)N2CC3(C)CC2CC(C)(C)C3)cc1 (stereo not drawn)	i	.
68	CC(=O)c1c(C)n(-c2ccc(N(C)C)cc2)c2ccc(OCC(N)=O)cc12	?	.
69	CCc1nccn1-c1cc(C(C)(C)C)nc2c(-c3ccc(Cl)cc3)cnn12	i	2
70	Cc1c2cnn(CC(=O)NCCCN3CC(C)CC(C)C3)c(=O)c2c(C)n1Cc1ccc(Cl)cc1 (stereo not drawn)	?	.
71	CC1CCN(C(=O)C2CCN(S(=O)(=O)c3cccc4nsnc34)CC2)CC1	1%	11
72	Cc1nc2c(C(=O)NCc3cccs3)cnn2c(C)c1Cc1ccc(F)cc1	2%	-7
73	Cc1cc(C(=O)N2CC(C)CC(C)C2)c(C)o1 (stereo not drawn)	?	.
74	Cc1nc(SCC(=O)Nc2ccc(OCc3ccccc3)cc2)n[nH]1	?	.
75	CC(=O)NCCc1nc2ccccc2n1Cc1ccccc1	-4%	18
76	COc1ccc2cc(/C=N/NC(=O)c3ccc(CN(c4ccc(C)c(C)c4)S(C)(=O)=O)cc3)c(Cl)nc2c1	13%	-4
77	CCC(=O)Nc1ccc(C(=O)NNC(=O)c2ccc(C)cc2)cc1	?	.
78	Cc1ccc(OCCN2CCCCCC2)c(C)c1	?	.
79	COc1ccc(N=Nc2c(C)n[nH]c2C)cc1	i	21
80	CC(C)CN1C(=O)C(=O)N(CC(=O)c2ccc[nH]2)C1=O	-21%	-6

Later entries.
no.	Compound	S3 lipid droplet	S3 lipid droplet cell count max
81	CCC(=O)Nc1ccc(N2CCCCC2)cc1	?	.
82	Cc1ccc(S(=O)(=O)NCC23C=CC(O2)C2C(=O)N(c4ccccc4)C(=O)C23)cc1 (stereo not drawn)	i	.
83	Cc1ccc(CNC(=O)Cc2csc(Nc3nc(=S)[nH]c4ccccc34)n2)cc1	-18%	-17
84	O=C(COC(=O)CNC(=O)c1ccc([N+](=O)[O-])o1)Nc1ncc(C(F)(F)F)cc1Cl	?	.
85	COc1cccc2c(SCC(=O)N/N=C/c3ccccc3)cc(C)nc12	8%	-17
86	Cc1cc(C)cc(NS(=O)(=O)c2ccc3c(c2)c(=O)n(C)c(=O)n3C)c1	i	.
87	Cn1c(=O)[nH]c(=O)c2c1[nH]c(=S)n2CCCc1ccccc1	?	.
88	CC(=O)N[C@@H](Cc1c[nH]c2ccccc12)C(=O)OCc1ccc(C#N)cc1	?	.
89	CNC(=O)CN1C(=O)CSc2ncccc21	10%	.
90	CCC(=O)N1CCN(c2ccccc2NC(=O)c2cccs2)CC1	?	.
91	O=C(COc1ccccc1)NC(=S)N1CCc2ccccc21	?	.
92	CCCCCCOc1ccc(C(=O)n2cnc(N)n2)cc1	-2%	-26
93	O=C(Nc1nc(-c2ccccn2)cs1)c1ccc2c(c1)OCCO2	?	.
94	COCCN1C(=NCCCOC(C)C)N[C@@H](c2ccccc2)C(C(=O)OC)=C1C	-8%&-15%	-3&-10
95	O=C(CCNC(=O)Cn1cnc2ccccc2c1=O)NCC1CCCO1 (stereo not drawn)	6%	8
96	Cc1ccccc1N/C(=C(/C(Cl)=C(Cl)Cl)[N+](=O)[O-])n1nnc2ccccc21	?	.
97	Cc1cc(=O)oc2cc(OCC(=O)NCCCn3ccnc3)ccc12	?	.
98	CN1CCC(N(C)S(=O)(=O)c2ccc(F)cc2F)CC1	?	.
99	COc1ccccc1NC(=O)/C=C/c1ccc(OC)c(S(=O)(=O)N2CCOCC2)c1	?	.
100	Oc1ccccc1-c1nnc(COc2ccccc2)o1	?	.

The results go on:
no.	Compound	S3 lipid droplet	S3 lipid droplet cell count max
101	Cc1oc(-c2ccc(Cl)cc2)nc1CN1CCCC(C(=O)NC2CC2)C1 (stereo not drawn)	?	.
102	Cn1[nH]c(=O)c(Cl)c(Cl)c1=O	?	.
103	C/C(=N\NC(=O)c1ccccc1)c1cc2cc([N+](=O)[O-])ccc2oc1=O	2%	-2
104	CCOc1ccccc1/C=C(\C#N)C1=CCCC1	?	.
105	O=C(NCCCn1cccn1)C1CCC(=O)N(Cc2cccc(C(F)(F)F)c2)C1 (stereo not drawn)	?	.
106	Cc1[nH]n(C(C)(C)C)c(=O)c1Sc1ccccc1	?	.
107	COCCNc1nc(N)c([N+](=O)[O-])c(Nc2ccc(F)cc2)n1	i	3
108	COc1ccc(NCC(=O)N/N=C/C=C\c2ccccc2)cc1	27%	17
109	Cc1ccc(NC(=S)NCCO)c(C)c1	?	.
110	CCCCS(=O)(=O)N1C2=NC(C(=O)OC)=C(C(=O)OC)[C@@H]3N(C)c4ccc(OC)cc4[C@]23C[C@H]1C(=O)OC	-3%	-10
111	Cc1ccc(C(=O)/C=C/Nc2cccc(O)c2)cc1	i	-12
112	CCN(CC)CCNC(=O)c1ccc(NC(=O)/C=C/c2ccc3ccccc3n2)cc1	i	4
113	Cc1ccc(N2CCN(CC(O)COC3CCCCC3)CC2)cc1 (stereo not drawn)	?	.
114	CC1(C)C2CCC1(C)C(NC(=O)/C=C/c1ccccc1)C2 (stereo not drawn)	-3%	-7
115	Cc1ccc(C(=O)NCC(=O)NC23CC4CC(CC(C4)C2)C3)cc1	?	.
116	Cn1nc(C(=O)NCCc2ccc3c(c2)OCCO3)c2ccccc2c1=O	?	.
117	O=S(=O)(c1ccc(NC2CCCCC2)cc1)N1CCOCC1	?	.
118	O=C(CC(=O)NC1CCCCC1)N/N=C/c1ccccc1Cl	?	.

Some of the compounds tested; count on the stated rates, not on these rows.
